# High-throughput results deposited in PubChem by National Center for Advancing Translational Sciences (NCATS).
# Luc counter: Counterscreen for Luciferase (Kinase-Glo TM) Inhibition | Luciferin 4-monooxygenase (Photuris pensylvanica), Q27757 | Kinase-Glo luciferase, ATP luminescence, 8 min | Potency, µM (titrated, usually from 38.3 µM), for the others: top-dose activity change, negative = inhibition, most hits filed as inhibitors | hit rate 0.28% among 200,000 | AID 1379, 2008; note: potency is the fitted concentration of half-maximal effect; % is set by controls: 0 for no effect and ±100 for the full control effect; nearly all actives have a fitted effect of over 60% in size
#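 Recombinant Kinase-Glo luciferase, 10 uM ATP (linear range), luciferin; imidazole pH 7.2 / KCl / MgCl2 / Tween / BSA buffer; 8 min RT; luminescence.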
# Epigenetic derep: Quantitative High-Throughput Screen for Regulators of Epigenetic Control; murine LDR cells, GFP reporter derepression, 30 h; Potency, µM (top dose mostly 53.9 µM), without a hit: top-dose GFP activation, actives largely listed as activators; hit rate 0.2% among 280,000; AID 1865, 2009; note: potency is the fitted concentration of half-maximal effect; % of control where 0% means no effect; nearly all actives have a fitted effect of over 60% in size
#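 Derepression of a silenced CMV-GFP reporter in murine LDR cells is scored by enumerating GFP-positive cells with a laser-scanning microplate cytometer after 30 hours of treatment at 37 C.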
# Lamin A splicing: qHTS Assay for Modulators of Lamin A Splicing. HeLa LMNA splicing GFP/RFP minigene ratio, 48 h. hit rate 0.01% among 200,000. AID 1487, 2009. Potency, µM (titrated, usually from 46.1 µM), inactives show top-dose ratio change, negative = inhibition, actives largely listed as inhibitors; active = well fitted inhibition curve with a large enough effect in the signal ratio, with a control signal flat, not every such curve was filed as active; inconclusive = small, poorly fitted or top-dose-only effect, or effect the other way, or a change in a side signal; the % refers to the signal ratio; note: potency is the fitted concentration of half-maximal effect; % is set by controls: 0 for no effect and ±100 for the full control effect
#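 S3 HeLa cells stably expressing lamin A-EGFP splicing minigene plus DsRed2, 600 cells/well, 48 h compound exposure at 37C. Laser-scanning cytometry; analysed as GFP (500-530 nm)/RFP (575-640 nm) total intensity ratio; 0.5% DMSO vehicle.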
# IMPase Li cell: qHTS Assay for Identifying the Cell-Membrane Permeable IMPase Inhibitors: Potentiation with Lithium; CHO-M1 cells, IP1 TR-FRET (IP-One), carbachol + lithium; Potency, µM (highest dose often 59.4 µM), for inactives: top-dose activity, negative = IMPase inhibition, most hits filed as inhibitors; hit rate 0.35% among 210,000;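 note: IP1 builds up when IMPase is blocked and the TR-FRET signal falls; potency is the fitted concentration of half-maximal effect; plate controls were basal vehicle for no effect and high inhibitor control for full effect; nearly all actives have a fitted effect of over 50% in size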
#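 Steps: plate 2000 CHO-M1 cells per well and culture 16–30 h; add compound and lithium; incubate 30 min, 37C; add d2-IP1 tracer and Eu cryptate anti-IP1 antibody in lysis buffer; read after 10 min at room temperature.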
# CBFb-RUNX1 inh: qHTS Assay for Compounds Blocking the Interaction Between CBF-beta and RUNX1 for the Treatment of Acute Myeloid Leukemia; Potency, µM (doses to about 59.8 µM), inactives show top-dose activity, negative = inhibition, hits mostly inhibitors; 230,000 tested, under 10 active; Runt-related transcription factor 1 (Homo sapiens) + Core-binding factor subunit beta …; AlphaScreen CBFb-His/RUNX1-biotin binding, biochemical; AID 1477, 2009; note: % of control where 0% means no effect
# Target sequence (Q01196 whole entry, looked up): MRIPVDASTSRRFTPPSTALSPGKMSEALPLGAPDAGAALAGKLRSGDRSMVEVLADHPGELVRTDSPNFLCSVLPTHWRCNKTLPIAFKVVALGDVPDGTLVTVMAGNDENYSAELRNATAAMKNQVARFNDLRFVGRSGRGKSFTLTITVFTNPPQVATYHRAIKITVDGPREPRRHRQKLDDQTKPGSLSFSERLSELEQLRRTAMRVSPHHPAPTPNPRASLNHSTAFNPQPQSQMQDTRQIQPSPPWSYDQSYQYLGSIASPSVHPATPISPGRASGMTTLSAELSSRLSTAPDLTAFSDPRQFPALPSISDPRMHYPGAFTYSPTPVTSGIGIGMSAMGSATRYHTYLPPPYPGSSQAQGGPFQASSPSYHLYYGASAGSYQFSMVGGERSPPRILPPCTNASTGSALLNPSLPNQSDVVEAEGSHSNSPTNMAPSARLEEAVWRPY
# Target sequence (Q13951 whole entry, looked up): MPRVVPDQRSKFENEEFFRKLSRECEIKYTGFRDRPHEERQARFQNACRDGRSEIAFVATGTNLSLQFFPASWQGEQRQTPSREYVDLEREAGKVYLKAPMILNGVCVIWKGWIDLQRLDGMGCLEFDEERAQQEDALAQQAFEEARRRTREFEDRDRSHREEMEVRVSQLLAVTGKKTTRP
#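 Compounds were screened at multiple concentrations against a preformed CBF-beta(His)/RUNX1(biotin) complex (30 nM of each) for 15 min at room temperature, followed by 90 min with nickel and streptavidin beads and AlphaScreen reading.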
# NPSR antagonist: qHTS Assay for Antagonists of the Neuropeptide S Receptor: cAMP Signal Transduction; Q6W5P4; hit rate 1% among 220,000; CHO-NPSR cells, cAMP TR-FRET, antagonist mode; Potency, µM (top dose mostly 38.3 µM), for inactives: at the highest dose activity change, negative = inhibition, hits mostly inhibitors; note: potency is the fitted concentration of half-maximal effect; % is set by controls: 0 for no effect and ±100 for the full control effect; nearly all actives have a fitted effect of over 50% in size; many of its hits are not listed in these tables
# Target sequence (Q6W5P4 whole entry, looked up): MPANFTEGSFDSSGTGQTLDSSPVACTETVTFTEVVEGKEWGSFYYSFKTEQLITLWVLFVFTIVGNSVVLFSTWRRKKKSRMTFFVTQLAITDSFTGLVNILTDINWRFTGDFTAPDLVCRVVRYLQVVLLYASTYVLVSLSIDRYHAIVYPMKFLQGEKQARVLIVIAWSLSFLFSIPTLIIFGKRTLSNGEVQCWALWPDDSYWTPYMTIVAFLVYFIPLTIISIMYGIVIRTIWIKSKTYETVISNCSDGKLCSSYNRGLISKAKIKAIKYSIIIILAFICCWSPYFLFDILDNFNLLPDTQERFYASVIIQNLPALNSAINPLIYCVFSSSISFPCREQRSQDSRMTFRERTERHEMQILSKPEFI
# HTT aggregate: qHTS Multiplex Assay to Identify Dual Action Probes in a Cell Model of Huntington: Aggregate Formation (GFP); PC12 HttQ103-GFP aggregates, Acumen cytometry, 40 h; Potency, µM (top dose mostly 46.1 µM), for the others: at the highest dose activity change, negative = inhibition, usual class: inhibitors; hit rate 1.1% among 220,000; note: potency is the fitted concentration of half-maximal effect; % is set by controls: 0 for no effect and ±100 for the full control effect; nearly all actives have a fitted effect of over 60% in size
#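 PC12/HTTQ103-GFP, ecdysone-inducible; teb 100 nM; cpd qHTS titration; GFP aggregates read on laser cytometer, Ex 488/Em 500-530 nm.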
# * = called active by the depositor; ? = inconclusive; nt = no result given; & = joins results of further samples; [ ] = dose if it differs, or a comment. Unless noted, calls come from the whole dose curve; as a rule, active = well fitted curve in the direction sought with a large enough effect; inconclusive = small, poorly fitted or top-dose-only effect, or another doubt; inactive = no such curve, though single readings can be large; an effect the other way counts as inactive or inconclusive. These rows are one share of the data; rates above refer to the full screens.
# Values run as follows: Luc counter	Epigenetic derep	Lamin A splicing	IMPase Li cell	CBFb-RUNX1 inh	NPSR antagonist	HTT aggregate
1. CCC(CCC(=O)Nc1nncs1)C(=O)O (configuration not stated)
 : 4%	5.9%	3%	20%[38.3 µM]	9%	0%[46.1 µM]	9%[9.22 µM]
2. CCN(CC)CC#CC(O)(c1ccccc1)c1ccccc1
 : -5%	0.0%	-11%[46 µM]	-3%	0%	-6%	-8%[9.22 µM]
3. O=C(OCc1ccccc1)C1=NNC2C(=O)N(c3ccccc3)C(=O)C12 (configuration not stated)
 : -3%	0.0%	-12%	-5%	7%	19%	-12%
4. COCCCN1C(=O)C(=O)/C(=C(/O)c2ccc(OC(C)C)cc2)C1c1ccc(O)c(OC)c1 (configuration not stated)
 : -2%	2.2%	0%	8%[38.3 µM]	11%	-12%[46.1 µM]	-7%
5. Cc1ccc(S(=O)(=O)c2c(C)nn(-c3ccccc3)c2OC(=O)c2ccc(Br)o2)cc1
 : 4%	0.0%	-1%	4%	5%	-3%	9%
6. N#CC(C#N)=C1C(=O)N(CCN2CCOCC2)c2ccccc21
 : nt	7.1%	nt	nt	1%	-25%	3%[9.22 µM]
7. Cc1ccn2c(NC(=O)c3ccco3)c(-c3ccccc3)nc2c1
 : 1%	-1.2%	-8%	7%	4%	-6%[46.1 µM]	9%
8. Cc1sc(NC(=O)CSc2nnc(C)c(=O)[nH]2)c(C#N)c1C
 : -1%	-0.7%	0%	-8%[38.3 µM]	1%	-2%[46.1 µM]	6%
9. O=C1CCCN1c1nccs1
 : -1%	1.1%	nt	-5%	6%	5%	-9%
10. CC(/C=C/c1ccccc1)=N\NC(=O)c1cc(C)[nH]n1
 : 0%	1.1%	13%[46 µM]	-8%	2%	-19%	2%
11. O=C(CSc1nnnn1C1CCCC1)Nc1cccc(NC(=O)c2ccco2)c1
 : -6%	4.1%	2%	12%[38.3 µM]	-3%	-10%[46.1 µM]	-3%
12. CCc1cccc(N(C)C(N)=Nc2cccc3ccccc23)c1
 : -3%	-2.3%&0.0%	?	32%[activator]	11%&13%	-1%[46.1 µM]	-21%
13. NC1=NC(c2ccc(Cl)cc2)n2c(nc3ccccc32)N1 (configuration not stated)
 : -3%	11%	-6%	22%[38.3 µM]	0%	-20%[46.1 µM]	9%
14. Cc1ccc(O)c(-c2cc(C(=O)NCc3ccncc3)[nH]n2)c1
 : -7%	4.1%	19%	4%[38.3 µM]	6%	-11%[46.1 µM]	1%
15. CC(=O)c1sc(C(C)(C)C)cc1NC(=O)/C=C/C(=O)O
 : nt	0.1%	nt	nt	2%	?	-4%[9.22 µM]
16. COc1cccc(CNC(=O)CCC2CCCN(C/C=C/c3ccccc3OC)C2)c1 (configuration not stated)
 : nt	-2.9%	nt	nt	4%	7%	-6%
17. O=C(Nc1ccccc1C(=O)N1CCCC1)c1cccc(S(=O)(=O)N2CCCCCC2)c1
 : 1%	3.6%	-4%	18%[38.3 µM]	4%	-8%[46.1 µM]	-2%
18. CN(C)c1cccc(C(=O)OC(C(=O)Nc2ccc([N+](=O)[O-])cc2Br)c2ccccc2)c1 (configuration not stated)
 : 3%	-1.0%	-1%	2%	?	-5%	-7%
19. S=C(NCc1ccco1)N1CCOCC1
 : 0%	0.3%	5%[46 µM]	5%	nt	20%	8%
20. CCOCCCNC(=O)Cn1cnc2sc(C)c(S(=O)(=O)N3CCN(c4ncccn4)CC3)c2c1=O
 : 0%	2.1%	?	0%	-1%	-7%	-30%

# Additional results:
# Values run as follows: Luc counter	Epigenetic derep	Lamin A splicing	IMPase Li cell	CBFb-RUNX1 inh	NPSR antagonist	HTT aggregate
21. CN1CCN(C2OC(=O)c3ccccc32)CC1 (configuration not stated)
 : -1%	-3.3%	7%	34%[38.3 µM]	-3%	3%[46.1 µM]	2%
22. COc1ccccc1NC(=O)C1=C(C)Nc2nnnn2C1c1cc(Br)ccc1OC (configuration not stated)
 : -2%	1.1%	?	14%[38.3 µM]	0%	?	22%
23. O=C1CCC(=O)N1CCOP1(=O)COc2ccccc2OC1
 : -1%	1.6%	4%	11%[38.3 µM]	-1%	0%[46.1 µM]	3%
24. CN(C(=O)c1ccc2c(c1)SC1=NS(=O)(=O)CCN12)C(c1ccccc1)c1ccccc1
 : -1%	-3.0%	-2%	11%	8%	12%	9%
25. CC(=O)C1C(c2ccc(Cl)cc2)NC(=O)NC1(O)C(F)(F)F (configuration not stated)
 : 0%	-1.7%	-9%	21%[38.3 µM]	14%	-4%[46.1 µM]	8%
26. COc1cc(OC)cc(C(=O)Nc2nc3ccc(S(C)(=O)=O)cc3s2)c1
 : ?	1.3%	?	18%	11%	-11%	26%
27. Cc1nc2nc(-c3ccco3)nn2c(C)c1Cl
 : -5%	0.0%	7%	4%[38.3 µM]	8%	-8%[46.1 µM]	-6%
28. COc1cc(CN2CCCC(CCC(=O)NCc3ccc(C)o3)C2)cc2c1OCO2 (configuration not stated)
 : -2%	0.0%	15%[46 µM]	14%	-1%	-2%	-4%[9.22 µM]
29. Cc1cc(C)n(-c2nc(NCCO)c3c4c(sc3n2)CCCC4)n1
 : 1%	0.0%	?	-1%	-4%	0%[46.1 µM]	-13%
30. O=C(COC(=O)c1cc(S(=O)(=O)N2CCOCC2)ccc1O)NCCc1ccccc1
 : -3%	-2.9%	4%	6%[38.3 µM]	4%	-16%[46.1 µM]	19%
31. CN(C)C(=O)c1ccc(-c2cc(C(F)(F)F)nn2C)s1
 : nt	1.1%	5%[46 µM]	nt	10%	-19%	-8%[9.22 µM]
32. CN(C)c1ccc(/C=C/C(=O)c2ccccc2O)cc1
 : -15%	-3.7%	22%[9.22 µM]	-1%	?	-38%	-16%
33. COCC(C)NS(=O)(=O)c1ccc(NC(=O)c2ccccn2)cc1 (configuration not stated)
 : nt	1.1%	nt	nt	11%	3%	15%[9.22 µM]
34. Cc1cc(Cl)c(S(=O)(=O)NCc2ccncc2)cc1OCC(N)=O
 : 2%	0.0%	-14%	30%[38.3 µM]	3%	-6%[46.1 µM]	1%
35. C=CCSc1nc2ccsc2c(=O)n1-c1ccccc1
 : -3%	-3.5%	nt	10%	-20%	15%	-3%
36. CC(C)CC(=O)Nc1ccc(Nc2ccccc2)cc1
 : -12%	0.0%	?	56%[activator]	-11%	-16%[46.1 µM]	-1%
37. CN(C)/C=C1\C=C2C(=O)c3ccccc3N2C1=O
 : nt	7.0%	nt	nt	0%	37%	?
38. Cc1ccc(NC2=C(Cl)C(=O)OC2OC(=O)c2ccccc2)c(C)c1 (configuration not stated)
 : -2%	16µM*	?	12%	5%	-19%	?
39. Cc1ccc(OCCSc2cc(C)nc(N)n2)cc1
 : 10%	-3.9%	?	-6%[38.3 µM]	2%	-16%[46.1 µM]	-26%
40. CCn1c(SCC(=O)N/N=C/C=C/c2ccco2)nc2ccccc21
 : -1%	?	-8%	4%	?	-22%	?

# The results go on:
item | SMILES | Luc counter | Epigenetic derep | Lamin A splicing | IMPase Li cell | CBFb-RUNX1 inh | NPSR antagonist | HTT aggregate
41 | CCOC(=O)C1=C(C)N=C2c3ccccc3C(=O)C2C1c1ccc(Cl)cc1 (configuration not stated) | -3% | -2.3% | -1% | 20%[38.3 µM] | ? | ? | -12%
42 | CCOc1cccc2sc(Cl)nc12 | -1% | -1.1% | -2%[46 µM] | 4% | -5% | 15% | 7%
43 | Cc1ccc(C(=O)NCCN2CCOCC2)cc1 | 1% | -1.0% | 2% | 7% | 0% | 16% | 19%
44 | COc1cccc(-c2nc3n(n2)C(c2ccc4c(c2)OCO4)C(C(N)=O)=C(C)N3)c1 (configuration not stated) | 0% | 2.0% | 2% | 6%[38.3 µM] | -5% | -12%[46.1 µM] | 7%
45 | O=C(NC(=S)Nc1ccc(Oc2ccc(Cl)cc2)cc1)c1ccccc1 | -2% | 1.1% | -9% | 10%[38.3 µM] | -4% | ? | ?
46 | CN(C)/C=N/c1cc(=O)[nH]c(=O)n1C | -1%&-2% | -0.1%&-3.1% | ? | -5%&4% | 7% | 18% | -8%
47 | Cc1nc(N)nc(C)c1Cc1ccccc1 | 2% | -0.1% | 0% | -1%[38.3 µM] | 2% | 2%[46.1 µM] | -15%
48 | COC(=O)C1c2ccccc2-c2ccccc21 | 2% | -1.5% | nt | -2% | 3% | 3% | -1%

# The final 5 compounds of the section before come first, to join the parts.
item | SMILES | Luc counter | Epigenetic derep | Lamin A splicing | IMPase Li cell | CBFb-RUNX1 inh | NPSR antagonist | HTT aggregate
44 | COc1cccc(-c2nc3n(n2)C(c2ccc4c(c2)OCO4)C(C(N)=O)=C(C)N3)c1 (configuration not stated) | 0% | 2.0% | 2% | 6%[38.3 µM] | -5% | -12%[46.1 µM] | 7%
45 | O=C(NC(=S)Nc1ccc(Oc2ccc(Cl)cc2)cc1)c1ccccc1 | -2% | 1.1% | -9% | 10%[38.3 µM] | -4% | ? | ?
46 | CN(C)/C=N/c1cc(=O)[nH]c(=O)n1C | -1%&-2% | -0.1%&-3.1% | ? | -5%&4% | 7% | 18% | -8%
47 | Cc1nc(N)nc(C)c1Cc1ccccc1 | 2% | -0.1% | 0% | -1%[38.3 µM] | 2% | 2%[46.1 µM] | -15%
48 | COC(=O)C1c2ccccc2-c2ccccc21 | 2% | -1.5% | nt | -2% | 3% | 3% | -1%
49 | Cc1ncoc1C(=O)Nc1ccc(Oc2ccccc2)cc1 | -3% | 1.5% | ? | 0%[38.3 µM] | 3% | -1%[46.1 µM] | -31%
50 | COC(=O)C1=C(C)NC(=O)CC1c1ccccc1F (configuration not stated) | 4% | -2.0% | -8% | 6%[38.3 µM] | -6% | -2%[46.1 µM] | 15%[9.22 µM]
51 | COc1cc(/C=N/NC2=NCCCCC2)ccc1O | nt | -1.2% | nt | nt | 3% | -12% | 5%[9.22 µM]
52 | O=C(Cn1cc(/C=N/O)c2ccccc21)N1CCOCC1 | 1% | 0.0% | 9% | 24%[38.3 µM] | 4% | -2%[46.1 µM] | -13%
53 | O=C(NOC(=O)c1cc(Br)ccc1Cl)c1cccs1 | 6% | 0.0% | -3% | -4%[38.3 µM] | 1% | 6%[46.1 µM] | 1%
54 | Cc1n[nH]c(C)c1S(=O)(=O)N1CCCC(C(=O)N2CCc3ccccc32)C1 (configuration not stated) | -2% | -0.3% | ? | -10%[38.3 µM] | 0% | -11%[46.1 µM] | 7%
